PfGluPho inh: PfG6PD (Plasmodium falciparum) enzyme inhibition; PfGluPho enzyme, NADPH resazurin-diaphorase fluorescence; inhibition, % at 20 µM; hit rate 0.78% among 350,000;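 active means inhibition reaching at least a set limit at 20 µM in the primary screen, cut at about 59% in these data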;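 further: 0% = DMSO wells with substrate and 100% = DMSO wells lacking glucose-6-phosphate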
SENP6 block: blocks the human protease SENP6; AID 2599; Recombinant SENP6 catalytic domain, aminoluciferin luminescence; inhibition, % at 10 µM; Q9GZR1; hit rate 1.8% among 330,000;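 active means inhibition above about 50% at the single tested dose, limit read from the data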;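 further: plate controls were DMSO wells with enzyme for no effect and DMSO wells lacking enzyme for full effect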
SENP8 inh: blocks human SENP8 cleavage of Nedd8 substrate; Q96LD8; recombinant SENP8, Nedd8 substrate fluorescence; inhibition, % at 20 µM; hit rate 0.64% among 360,000; AID 602440; in the data active means inhibition mostly above about 40%, no sharp cut-off; inactive means mostly below about 27%
Target sequence (Q96LD8 whole entry, looked up): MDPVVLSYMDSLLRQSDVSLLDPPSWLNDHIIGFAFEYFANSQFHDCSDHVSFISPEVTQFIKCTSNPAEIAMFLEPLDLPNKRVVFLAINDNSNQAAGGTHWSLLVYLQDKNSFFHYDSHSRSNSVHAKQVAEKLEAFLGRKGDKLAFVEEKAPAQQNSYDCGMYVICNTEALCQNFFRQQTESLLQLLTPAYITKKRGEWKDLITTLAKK
NR3A LBD binder: modulators (binders) of human NR3A ligand-binding domain | NR3A LBD differential scanning fluorimetry, Tm shift; 0% = protein alone, 100% = glycine-bound protein | hit rate 2.5% among 340,000 | Tm shift relative to glycine control, % at 25 µM;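 active means melting temperature shift of at least 10% of the positive control shift, at one fixed dose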
MPTP block: permeability transition pore inhibition. inhibition, % at 10 µM. isolated mouse mitochondria, Ca2+ swelling absorbance, 30 min. AID 602449. hit rate 1.4% among 360,000;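 active means inhibition of 50% or more, scaled per plate between neutral and stimulator controls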;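 further: 0% = DMSO wells given calcium and 100% = 1 mM EGTA wells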
SENP7 inh: SENP7 protease inhibition; Q9BQF6; AID 434973; hit rate 1.5% among 330,000; recombinant SENP7, Z-RLRGG-aminoluciferin luminescence, 40 min; inhibition, % at 5 µM;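 active means inhibition above about 50% at the single test dose, limit read from the data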;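 further: plate controls were DMSO with enzyme for no effect and no enzyme buffer wells for full effect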
ATG4B inh: inhibitors of human ATG4B cysteine protease; Q9Y4P1; ATG4B cleavage of LC3-PLA2, NBD-HPC fluorescence, 1 h; inhibition, % at 8.33 µM; hit rate 0.51% among 340,000; AID 504462; in the data active means inhibition above about 40%
HKDC1 inh: blocks human hexokinase HKDC1 activity; Q2TB90; recombinant HKDC1, G6PDH/diaphorase resazurin coupled fluorescence; inhibition, % at 20 µM; hit rate 0.16% among 340,000;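 active means inhibition above about 35% when tested at 20 µM, limit read from the data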;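 further: plate controls were DMSO wells with enzyme for no effect and DMSO wells lacking enzyme for full effect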
Target sequence (Q2TB90 whole entry, looked up): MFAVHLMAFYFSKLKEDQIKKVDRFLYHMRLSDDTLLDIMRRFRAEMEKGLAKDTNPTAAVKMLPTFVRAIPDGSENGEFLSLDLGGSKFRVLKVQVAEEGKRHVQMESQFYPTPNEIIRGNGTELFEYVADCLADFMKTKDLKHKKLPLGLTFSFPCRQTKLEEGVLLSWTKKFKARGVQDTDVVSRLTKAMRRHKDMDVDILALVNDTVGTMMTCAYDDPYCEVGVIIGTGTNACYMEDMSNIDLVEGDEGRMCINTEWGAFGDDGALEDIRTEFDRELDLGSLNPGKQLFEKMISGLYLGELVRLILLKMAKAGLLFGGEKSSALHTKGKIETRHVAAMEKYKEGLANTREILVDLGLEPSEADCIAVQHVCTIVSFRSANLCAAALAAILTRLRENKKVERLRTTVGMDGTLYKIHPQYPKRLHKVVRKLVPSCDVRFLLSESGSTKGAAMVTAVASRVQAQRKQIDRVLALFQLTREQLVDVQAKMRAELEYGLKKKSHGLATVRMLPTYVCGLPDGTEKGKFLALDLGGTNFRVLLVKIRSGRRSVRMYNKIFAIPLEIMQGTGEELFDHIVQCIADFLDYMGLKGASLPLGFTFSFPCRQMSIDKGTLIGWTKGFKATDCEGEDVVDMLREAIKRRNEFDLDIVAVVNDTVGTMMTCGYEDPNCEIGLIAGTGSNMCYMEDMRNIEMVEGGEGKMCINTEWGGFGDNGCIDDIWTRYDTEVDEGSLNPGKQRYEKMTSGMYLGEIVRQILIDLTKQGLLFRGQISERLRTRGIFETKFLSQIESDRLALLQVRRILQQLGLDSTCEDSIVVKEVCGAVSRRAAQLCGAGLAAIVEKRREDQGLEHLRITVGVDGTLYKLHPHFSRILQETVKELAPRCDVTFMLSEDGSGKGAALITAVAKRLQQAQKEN
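Material: recombinant HKDC1 hexokinase; Amount: HKDC1 at 5 µg/mL; Medium: Tris pH 8.0 buffer with MgCl2, Tween-20, BSA, BME; Schedule: 90 min reaction incubation at room temperature, dark; Technique: coupled resazurin fluorescence, excitation 525 nm, emission 613 nm.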
* hit, by the source's call; / = not tested or not shown.

SMILES	PfGluPho inh	SENP6 block	SENP8 inh	NR3A LBD binder	MPTP block	SENP7 inh	ATG4B inh	HKDC1 inh
Cc1cccc(Nc2nnc(SC/C(O)=C(\C#N)c3nc4ccccc4[nH]3)s2)c1	-3	4	-199	10*	4.0	7	1	3
O=S(Cc1cc(Sc2ccccc2)nc(-c2ccccc2)n1)c1ccccc1 (configuration not stated)	15	-20	15	-8	-0.9	-3	15	3
O=C(Cn1cncn1)NCc1cccc(C(F)(F)F)c1	5	-9	6	-1	27	4	-3	-12
CC(C)c1ccc(NC(=O)Cn2c(=O)oc3cccnc32)cc1	-7	-4	-49	-1	2.0	-5	-5	-4
Cn1nc(C(F)(F)F)cc1-c1ccc(/C=C(\C#N)C(=O)c2ccccc2)s1	-6	12	-75	4	5.4	8	-10	10
C=CCN(c1ccc(Cl)cc1)S(=O)(=O)c1cccc(C(=O)OCC(=O)N(C)C)c1	7	-5	22	-2	1.0	2	-6	-4
COc1ccc(OC)c(Nc2ccc(Nc3cc(OC)ccc3OC)nn2)c1	13	-15	16	6	9.3	1	-13	0
CSc1nnc(Cn2c(=O)sc3ccccc32)n1C	-7	-18	-5	2	-0.5	-16	-2	-6
CN1C2CCC1/C(=C\c1ccccc1)C(=O)/C2=C\c1ccccc1	2	4	9	2	-0.4	3	10	12
O=c1nc(-c2ccccc2)cn[nH]1	-4	-32	24	0	0.5	0	-5	-3
COCc1nc(-c2cc(OC)c(OC)c(OC)c2)no1	13	4	20	1	1.2	3	6	5
CCOC(=O)c1c(NC(C)=O)no[n+]1[O-]	-11	-22	9	1	0.3	1	4	-3
Cc1ccc(S(=O)(=O)N(CC(=O)N2CCCCC2)c2cccc(C)c2)cc1	-10	1	20	-8	-0.5	-3	-3	-4
Cc1ccc(-n2ncc(C#N)c2/N=C/N2CCOCC2)cc1	-6	-10	14	-1	0.3	11	-7	-7
CC1CC(C)CN(C(=O)COC(=O)C2CCN(S(=O)(=O)c3c(Cl)cccc3Cl)CC2)C1 (configuration not stated)	-7	-3	10	2	0.3	10	2	-2
Cc1ccc(-n2nc(C)c3c(C(=O)OCC(=O)N(C)C4CCS(=O)(=O)C4)cc(-c4ccccc4)nc32)cc1 (configuration not stated)	15	0	-210	9	5.2	3	3	-10
O=C(C1=C[C@H](C2CCCCC2)C[C@H](OCc2ccc(CO)cc2)O1)N1CCN(Cc2ccccc2)CC1	27	-16	8	-3	-1.2	24	4	-1
CCOC(=O)c1cn(Cc2cccc(Cl)c2)nn1	1	10	0	-1	0.5	0	3	-2
CCOc1nc(NC2CCCCC2)nc(NC(C)(C)C)n1	-9	0	16	-2	0.7	3	5	-6
Cc1ccccc1Nc1nc(N)nc(CN2CCN(Cc3ccc4c(c3)OCO4)CC2)n1	1	-11	27	-4	0.2	5	-7	-5
COc1ccc(-n2nc(C(=O)NCC(=O)N3CCN(Cc4ccccc4)CC3)c3ccccc3c2=O)c(OC)c1	4	-17	-32	1	-0.1	-8	-1	5
COc1ccc(NC(=O)C/C(C)=N/NC(=O)c2cccs2)c([N+](=O)[O-])c1	-11	0	18	0	-0.9	3	-3	-2
CN(C)c1cccc2c1c(NC(=O)Nc1ccc(Cl)cc1Cl)nn2C	9	13	-21	-1	5.2	13	-2	3
O=S(=O)(c1ccccc1)N1CCN=C1SCc1ccc(Cl)cc1	16	2	2	0	1.9	10	0	-2
N#Cc1sc(NCc2ccccc2)nc1Cl	-18	-8	10	-2	24	-8	4	2

Ordered by length of the SMILES (high to low): part of the list above.
SMILES	PfGluPho inh	SENP6 block	SENP8 inh	NR3A LBD binder	MPTP block	SENP7 inh	ATG4B inh	HKDC1 inh
O=S(Cc1cc(Sc2ccccc2)nc(-c2ccccc2)n1)c1ccccc1 (configuration not stated)	15	-20	15	-8	-0.9	-3	15	3
CN(C)c1cccc2c1c(NC(=O)Nc1ccc(Cl)cc1Cl)nn2C	9	13	-21	-1	5.2	13	-2	3
O=S(=O)(c1ccccc1)N1CCN=C1SCc1ccc(Cl)cc1	16	2	2	0	1.9	10	0	-2
COCc1nc(-c2cc(OC)c(OC)c(OC)c2)no1	13	4	20	1	1.2	3	6	5
CCOC(=O)c1c(NC(C)=O)no[n+]1[O-]	-11	-22	9	1	0.3	1	4	-3

The results go on:
SMILES	PfGluPho inh	SENP6 block	SENP8 inh	NR3A LBD binder	MPTP block	SENP7 inh	ATG4B inh	HKDC1 inh
CC(C)CNC(=O)CN(c1cccc(Cl)c1)S(C)(=O)=O	-5	-19	-5	-1	-0.9	1	2	6
O=C(c1ccc2c(=O)n3c(nc2c1)CCCCC3)N1CCN(c2ccccc2F)CC1	-3	-21	6	1	-0.7	-7	-12	-3
COC(=O)c1cccc(NC(=O)c2cccc([N+](=O)[O-])c2)c1	-8	12	13	1	1.2	0	-1	-7
CC1CCN(CCOCCOc2ccc(Br)cc2Cl)CC1	-12	3	10	2	-0.6	11	2	9
O=C(CSc1nnc(-c2ccccc2)n1C1CCCCC1)Nc1ccc(S(=O)(=O)Nc2ccccn2)cc1	-18	1	-308	-1	-5.5	6	-3	7
Cc1nn(CC(=O)Nc2ccc3c(c2)nc2n3CCOC2)c(=O)c2ccccc12	-7	-3	-2	-1	-1.7	-2	-1	-8
CC(=O)Nc1cccc(/C(C)=N/NC(=O)c2c(-c3ccccc3Cl)noc2C)c1	-12	-4	10	1	-1.0	-1	1	-4
COc1ccc(C2=NOC(C(=O)Nc3ccc(C)cc3)C2)cc1OC (configuration not stated)	-5	-17	13	0	-2.6	-3	-4	11
CCN(CC)S(=O)(=O)c1ccc(/C=C/C(=O)OCC(=O)NC(=O)C2COc3ccccc3O2)cc1 (configuration not stated)	-3	1	17	-5	-0.5	7	-2	-1
COc1ccc(CCN(C)C/C=C/c2ccccc2[N+](=O)[O-])cc1OC	-6	0	15	0	1.5	9	2	-2
C/C(=N\OC(=O)c1ccc(OC(C)C)cc1)c1ccc(C)c(C)c1	27	18	24	5	-0.6	8	12	-3
O=C(CCSc1ccc(Br)cc1)Nc1cccnc1	7	-1	19	3	3.5	2	-1	-1
O=C(Nc1ccc(N2CCN(C(=O)c3ccc(Cl)cc3)CC2)cc1)c1cccnc1	3	5	17	1	-1.7	4	-10	-1
CCCCN(C(=O)c1cc(CC)c(C)s1)c1c(N)n(CCC)c(=O)[nH]c1=O	1	-2	-16	3	1.3	15	0	1
C=CCn1c(SCC(=O)NCc2ccccc2)nnc1C1CCCCC1	-4	5	8	0	-1.5	-3	0	1
O=C(Nc1ccc(Cl)cc1)NC1CCS(=O)(=O)C1 (configuration not stated)	-3	3	30	0	0.1	4	-1	6
CCc1ccc(-c2cc(C(F)(F)F)n3nc(C(=O)Nc4c(C)nn(Cc5ccccc5C)c4C)cc3n2)s1	-4	3	-299	1	-3.0	0	19	2
O=C(CC1C[C@H](C(=O)N2CCOCC2)[C@@]2(CCC3CCCC3)c3[nH]c4ccccc4c3CCN2C1=O)NCCN1CCOCC1 (some centres not stated)	-7	15	12	-3	1.8	-2	5	-5
CCCNS(=O)(=O)c1ccc(OCC(=O)Nc2ccc3c(c2)OCCO3)c(C)c1	6	-11	15	3	-0.4	13	-9	-1
Cn1cc(S(=O)(=O)Nc2cccc3ccccc23)c(=O)n(C)c1=O	-4	6	3	0	1.1	2	4	0
Cc1ccccc1OCCSc1nnc(-c2ccncc2)n1C	-3	-24	2	0	-0.1	-10	-8	-8
CCCCn1c(N)c(N(CCOC)C(=O)CN(C)S(=O)(=O)c2ccc(Cl)cc2)c(=O)[nH]c1=O	-2	-6	-16	2	-0.8	-1	-1	-3
Cc1cnn(C(=O)c2ccccc2Br)c1	-5	-9	/	0	/	3	2	-7
Cn1ccnc1SCC(=O)Nc1cccc([N+](=O)[O-])c1	-7	-5	18	-1	-1.6	1	1	-1
COc1ccc(CNC(=O)CN(CCC(C)C)S(=O)(=O)c2ccc3c(c2)OCCO3)cc1	7	16	25	154*	2.2	-1	-1	12

The list goes on.
SMILES	PfGluPho inh	SENP6 block	SENP8 inh	NR3A LBD binder	MPTP block	SENP7 inh	ATG4B inh	HKDC1 inh
CCC1Nc2ncnc(N3CCc4ccccc4C3)c2N(Cc2ccc(Cl)cc2)C1=O (configuration not stated)	8	-14	-67	-9	0.8	1	6	3
CCc1ccc(N2CCN(CCNC(=O)Nc3ccc(OC)cc3)CC2)cc1	20	-24	18	-7	1.6	12	4	0
CSc1cccc(NC(=O)C2CCN(S(=O)(=O)c3ccc(F)cc3)CC2)c1	21	-14	5	5	4.0	-7	-24	-5
CCc1nc(Nc2ccc3c(c2)OCO3)c2oc3ccccc3c2n1	28	0	-187	-4	5.2	-10	18	3
CC(C)C[C@H](NC(=O)c1nc[nH]c1C(=O)NCC(=O)OCc1ccccc1)C(=O)OC(C)(C)C	36	-11	7	-7	-0.3	0	-27	0
CC(C)OCCCNS(=O)(=O)c1ccc2ccccc2c1	1	-5	12	2	1.9	0	-7	-5
CCn1c(Cl)c(C=O)s/c1=N\S(=O)(=O)c1ccccc1	31	-2	0	0	0.4	-5	5	2
CC(=O)Nc1c(NC(=O)CC#N)[nH]c2c(c1=O)c(=O)n(C)c(=O)n2C	9	-8	-1	0	1.6	1	-7	-5
COc1ccc(N2CCN(C(=O)COC(=O)CNC(=O)c3ccccc3)CC2)cc1	5	4	2	0	-1.1	-2	-8	-2
Cc1ccc(-c2cc(-c3ccccc3)[nH]c(=S)c2C#N)cc1	-4	-6	-33	-1	4.2	-6	-5	-1
O=C(Cn1c2c(sc1=O)C1c3ccccc3OCC1CS2)Nc1ccc(Cl)c(Cl)c1 (configuration not stated)	-22	/	-11	24*	15	/	11	4
CCN(C[C@H]1N[C@@](Cc2ccccc2)(C(=O)OC)[C@H]2C(=O)N(C)C(=O)[C@@H]12)C(=O)c1ccc(C(C)(C)C)cc1	15	-7	1	1	0.3	-8	-10	-2
CC(C)(CNS(=O)(=O)c1ccc(F)cc1)CNS(=O)(=O)c1ccc(F)cc1	9	-8	21	0	2.9	-1	-13	-2
Cc1cc(-n2c(C)cc(C(=O)COc3ccc(Cl)cc3C(N)=O)c2C)no1	-8	2	-56	3	-1.3	-3	-4	3
CCN(CC)CCNC(=O)c1ccc(NC(=O)Cc2ccsc2)cc1	-10	-9	9	1	0.7	-14	6	-9
COc1ccc(S(=O)(=O)N(CC(N)=O)C2CCCCC2)cc1Cl	4	-12	27	1	-0.3	0	1	1
COc1ccc(NC(=O)c2ccco2)cc1NC(=O)COc1ccccc1	13	12	17	-1	-1.3	-3	1	-3
O=C(Cn1c(C(F)(F)F)nc2ccccc21)OCC(=O)c1c[nH]c2ccccc12	-1	-5	-2	3	2.0	-3	-7	-3
CCCCNC(=O)Nc1ccccc1C(=O)NCc1ccco1	-4	-37	-57	-2	-1.2	35	-5	-4
COCCn1c(-c2ccccc2)cnc1SCC(=O)Nc1cccc2ccccc12	-6	2	-6	-1	0.8	3	-5	3
CCCCCn1c(SC(C)C(C)=O)nc2c1c(=O)[nH]c(=O)n2C (configuration not stated)	-26	10	-4	-1	-0.2	8	-8	-4
CCOC(=O)c1cnc2c(cnn2C)c1NCc1ccc(OC)cc1	-7	9	1	0	-0.2	7	2	1
O=[N+]([O-])c1cccc(COc2ccccc2CN2CCOCC2)c1	24	/	16	0	1.6	/	/	-5
CCOc1ccc(OCC)c(S(=O)(=O)n2ccnc2C)c1	0	-12	18	0	-0.7	7	4	1
COC(=O)[C@@H]1C[C@@H]2CC[C@@H](O)C[C@@H]2N1Cc1ccccc1OS(=O)(=O)c1ccc(C)cc1	14	-11	-6	1	0.0	-8	6	2
CCC1CCCCN1C(=O)CSc1nnc(CNC(=O)c2cc(OC)c(OC)c(OC)c2)o1 (configuration not stated)	10	-6	3	-4	0.7	8	-12	-5

In another format: 2 of the compounds above.
Sequence of screens – PfGluPho inh	SENP6 block	SENP8 inh	NR3A LBD binder	MPTP block	SENP7 inh	ATG4B inh	HKDC1 inh
Cn1nc(C(F)(F)F)cc1-c1ccc(/C=C(\C#N)C(=O)c2ccccc2)s1
    -6	12	-75	4	5.4	8	-10	10
CCc1ccc(-c2cc(C(F)(F)F)n3nc(C(=O)Nc4c(C)nn(Cc5ccccc5C)c4C)cc3n2)s1
    -4	3	-299	1	-3.0	0	19	2

Screening data: PubChem BioAssay, Sanford-Burnham Center for Chemical Genomics
